AmpC inh detg: AmpC beta-lactamase inhibition with detergent present; AID 485294; AmpC hydrolysis of nitrocefin, absorbance 480 nm, 0.01% Triton; Potency, µM (doses to about 114 µM), for inactives: at the highest dose activity change, negative = inhibition, most hits filed as inhibitors; 370,000 compounds, 0.041% hits; P00811;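 note: potency is the fitted concentration of half-maximal effect; 0% = no-compound wells and -100% = no-enzyme wells; nearly all actives have a fitted effect of over 25% in size; some results filed as inactive show a strong effect at the top dose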
Target sequence (P00811 whole entry, looked up): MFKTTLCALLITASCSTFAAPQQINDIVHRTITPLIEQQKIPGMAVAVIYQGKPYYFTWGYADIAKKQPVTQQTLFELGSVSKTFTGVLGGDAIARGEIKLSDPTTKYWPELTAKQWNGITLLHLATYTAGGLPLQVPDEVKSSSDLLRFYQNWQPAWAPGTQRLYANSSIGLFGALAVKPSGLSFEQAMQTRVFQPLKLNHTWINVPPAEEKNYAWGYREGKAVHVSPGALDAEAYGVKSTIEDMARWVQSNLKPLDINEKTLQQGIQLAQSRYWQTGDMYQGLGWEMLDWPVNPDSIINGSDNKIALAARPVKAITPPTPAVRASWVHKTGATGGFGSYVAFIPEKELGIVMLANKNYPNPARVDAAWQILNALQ
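AmpC (5.3 nM in the dispensed reagent) in 20 mM phosphate pH 7.0 with 0.01% (detergent screen) or 0.0001% Triton X-100 was preincubated with compounds for 15 min at room temperature. Nitrocefin was then added from an 800 uM solution, and hydrolysis was followed at 480 nm.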
HCV inh: HCV inhibition | Potency, µM (top dose mostly 41.8 µM), without a hit: at the highest dose activity change, negative = inhibition, usual class: inhibitors | Huh7.5.1 HCVcc-Cre infection, luciferase reporter, 44 h | AID 651820 | 340,000 compounds, 3.4% hits; note: potency is the fitted concentration of half-maximal effect
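1,000 cells/well; 4 h culture; + compound; + HCVcc-Cre (~0.5 moi); 44 h; luciferase substrate, RT 15 min; read 15 sec.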
AMA1 RON2 block: disrupts binding of P. falciparum AMA1 to RON2 | AlphaScreen AMA1-biotinylated RON2 peptide binding | Potency, µM (series often up to 58.2 µM), without a hit: at the highest dose activity change, negative = inhibition, usual class: inhibitors | 360,000 compounds, 0.2% hits | AID 720542;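 note: potency is the fitted concentration of half-maximal effect; 0% = vehicle wells and -100% = peptide control; nearly all actives have a fitted effect of over 45% in size; some results filed as inactive show a strong effect at the top dose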
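AMA1 (3D7) with his tag at 25 nM final met compounds first, then biotinylated RON2 peptide at 25 nM; detection used donor plus acceptor beads, 10 µg/mL apiece, read by AlphaScreen after 30 min at room temperature.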
Giardia FBPA inh: Giardia lamblia aldolase inhibition; Potency, µM (doses to about 59.6 µM), inactives show at the highest dose activity, negative = inhibition, most hits filed as inhibitors; purified Giardia FBPA; 290,000 compounds, 0.71% hits; AID 2451; A8B2U2; note: potency is the fitted concentration of half-maximal effect; nearly all actives have a fitted effect of over 55% in size
Target sequence (A8B2U2 whole entry, looked up): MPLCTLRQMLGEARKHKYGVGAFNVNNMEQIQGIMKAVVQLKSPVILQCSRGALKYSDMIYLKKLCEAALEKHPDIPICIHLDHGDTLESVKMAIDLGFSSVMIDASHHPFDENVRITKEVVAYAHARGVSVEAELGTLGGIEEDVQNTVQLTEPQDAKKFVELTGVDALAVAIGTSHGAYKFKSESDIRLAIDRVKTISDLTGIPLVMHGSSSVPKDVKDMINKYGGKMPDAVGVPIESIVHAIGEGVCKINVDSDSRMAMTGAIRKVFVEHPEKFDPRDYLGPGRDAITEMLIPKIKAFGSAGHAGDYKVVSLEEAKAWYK
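Giardia FBPA (40 nM reagent) was preincubated 10 min at RT with compound (up to 57.5 uM final), then substrate plus GAPDH/TPI/NAD/arsenate coupling system with diaphorase/resazurin was added; resorufin fluorescence (525/598 nm) was read after 20 min.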
HCMV inh: human cytomegalovirus inhibition | HFF cells, HCMV-luciferase reporter, 72 h; active compounds read low | activity change, negative = inhibition, % at 57.5 µM | 410,000 compounds, 4.5% hits | AID 1259415; in the data active = activity change below about -60%; inconclusive = no clear call, values can overlap the other calls; inactive = above about -39%
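Compounds were evaluated in HFFs infected with an HCMV luciferase reporter virus (MOI 1 PFU/cell). Luciferase in lysates collected 72 h post infection served as the replication measure.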
Sm TGR inh: inhibitors of Schistosoma mansoni thioredoxin glutathione reductase; Potency, µM (series often up to 114 µM), for inactives: at the top dose activity change, negative = inhibition, usual class: inhibitors; 360,000 compounds, 3% hits; AID 485364; purified TGR, DTNB reduction, TNB absorbance 405 nm; Q962Y6; note: potency is the fitted concentration of half-maximal effect; nearly all actives have a fitted effect of over 60% in size
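TGR 20 nM + NADPH 100 uM (dispensed conc.), cpd preinc 15 min RT; start with NADPH (500 uM addition) then DTNB (15 mM addition). Kinetic TNB absorbance, 405 nm filter. Four-parameter Hill fit across titration.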
Active calls of the source: *; ? = inconclusive; . = no result given; [ ] = dose if it differs, or a comment. Unless noted, calls come from the whole dose curve; as a rule, active = well fitted curve in the direction sought with a large enough effect; inconclusive = small, poorly fitted or top-dose-only effect, or another doubt; inactive = no such curve, though single readings can be large; an effect the other way counts as inactive or inconclusive. Unless noted, % is set by controls: 0 for no effect and ±100 for the full control effect.

#1 CC12CC3(C)CC(C)(C1)CC(C(=O)NCc1cccnc1)(C2)C3
#2 O=c1oc2ccccc2c2c1ncn2-c1ccccc1
#3 O=C(NCCC1=CCCCC1)c1ccc(F)c(S(=O)(=O)N2CCOCC2)c1
#4 O=P1(c2ccccc2)C=Cn2c1cc1c2CCCC1 (stereo not given)
#5 CCOC(=O)c1nc(-c2ccccc2)oc1N1CCOCC1
#6 COc1ccc2c(c1)c(N1CCCC1=O)c(C(=O)Nc1ccc(Cl)cc1C)n2C
screen / no.,1,2,3,4,5,6
AmpC inh detg,-9%,-8%,-7%,-15%,5%,18%
HCV inh,11%,?,-18%,0%,-17%,.
AMA1 RON2 block,-10%,1%,0%,1%,-17%,.
Giardia FBPA inh,-2%,-2%,7%,1%,0%,.
HCMV inh,5,-21,0,15,-15,3
Sm TGR inh,8%,0%,11%,-2%,17%,7%

Arranged by heavy-atom count (largest number first): some entries from above.
#6 COc1ccc2c(c1)c(N1CCCC1=O)c(C(=O)Nc1ccc(Cl)cc1C)n2C
#3 O=C(NCCC1=CCCCC1)c1ccc(F)c(S(=O)(=O)N2CCOCC2)c1
#1 CC12CC3(C)CC(C)(C1)CC(C(=O)NCc1cccnc1)(C2)C3
#2 O=c1oc2ccccc2c2c1ncn2-c1ccccc1
#4 O=P1(c2ccccc2)C=Cn2c1cc1c2CCCC1 (stereo not given)
screen / no.,6,3,1,2,4
AmpC inh detg,18%,-7%,-9%,-8%,-15%
HCV inh,.,-18%,11%,?,0%
AMA1 RON2 block,.,0%,-10%,1%,1%
Giardia FBPA inh,.,7%,-2%,-2%,1%
HCMV inh,3,0,5,-21,15
Sm TGR inh,7%,11%,8%,0%,-2%

The results go on:
#7 CN(C)CCCN(C(=O)c1ccc2ccccc2c1)c1nc2cc3c(cc2s1)OCO3
#8 CNC(=O)/C=C/c1cccc(C(F)(F)F)c1
#9 C=CC[C@@H](CC(=O)N[C@H](CO)Cc1ccccc1)C(=O)N[C@H](C)COC(=O)[C@@H](CC=C)Cc1ccc(F)cc1
#10 O=[N+]([O-])c1ccc(Cl)c(/C=N/n2c(C3CCCCC3)n[nH]c2=S)c1
#11 Cc1ccc(/C=N/NC(=O)c2csc(C)c2)o1
#12 O=C(COC(=O)c1ccc([N+](=O)[O-])o1)Nc1cccc(S(=O)(=O)N2CCCCC2)c1
screen / no.,7,8,9,10,11,12
AmpC inh detg,3%,-14%,.,?,4%,-15%
HCV inh,?,8%,?,?,6%,16%
AMA1 RON2 block,-13%,-1%,-1%,-2%,44%[activator],-4%
Giardia FBPA inh,-11%,4%,.,7%,0%,?
HCMV inh,-62*,-27,-5,?,-6,?
Sm TGR inh,-1%,-18%,.,0%,-35%,?

#13 CCN1CCN(CC(=O)N/N=C/c2ccc(F)cc2F)CC1
#14 COc1ccccc1NS(=O)(=O)c1cc(NC(=O)c2[nH]c(C)c(C(C)=O)c2C)ccc1N1CCOCC1
#15 CCOP(=O)(OCC)C(Nc1ccc(C)cc1)c1ccco1 (stereo not given)
#16 Cc1cc(NC(=O)c2c(Cl)c(C)nn2C)no1
#17 CCC(C)NC(=O)Cn1c(=O)n(-c2ccc(OC)cc2)c(=O)c2ccc(C(=O)NCc3ccc(C)cc3)cc21 (stereo not given)
#18 OCC1OC(n2nnc3ccccc32)C(O)C(O)C1O (stereo not given)
screen / no.,13,14,15,16,17,18
AmpC inh detg,-8%,?,?,1%,2%,-11%
HCV inh,11%,?,14%,29%,-25%,10%
AMA1 RON2 block,0%[11.6 µM],-10%,-2%,-4%,-13%,-4%
Giardia FBPA inh,-21%,-12%,3%,3%,11%,9%
HCMV inh,17,-90*,54,13,-36,-23
Sm TGR inh,-1%,-3%,0%,3%,-2%,4%

Compound profiles, from the list above. Screens in order: AmpC inh detg | HCV inh | AMA1 RON2 block | Giardia FBPA inh | HCMV inh | Sm TGR inh
Record of `O=P1(c2ccccc2)C=Cn2c1cc1c2CCCC1` (stereo not given) : -15% | 0% | 1% | 1% | 15 | -2%
Record of `COc1ccccc1NS(=O)(=O)c1cc(NC(=O)c2[nH]c(C)c(C(C)=O)c2C)ccc1N1CCOCC1` : ? | ? | -10% | -12% | -90* | -3%

Other records
#19 CCOc1ccc(C(=O)Nc2ccccc2N2CCN(C(=O)c3ccccc3)CC2)cc1[N+](=O)[O-]
#20 O=C(CNC(=O)c1cccs1)Nc1ncccc1O
#21 CCOC(=O)c1ccccc1NC(=O)Cn1c(=O)n(CCC(=O)NCc2ccccc2OC)c(=O)c2ccccc21
#22 S=C(NCc1ccc(Cl)cc1)Nc1ccncc1
#23 CCOC(=O)c1oc2ccc(S(=O)(=O)n3nc(-c4ccccc4OC)cc3N)cc2c1C
#24 CC(C)[C@H](NC(=O)NCc1ccc(F)cc1)C(=O)O
screen / no.,19,20,21,22,23,24
AmpC inh detg,-7%,0%,21%,0%,12%,3%
HCV inh,?,7%,.,6.3µM*,.,22%
AMA1 RON2 block,3%,20%,.,-15%,.,-1%
Giardia FBPA inh,.,.,.,.,.,3%
HCMV inh,23,33,-10,?,0,-8
Sm TGR inh,3%,-4%,-7%,35µM*,0%,6%

#25 CC(C)N1CCC(N2CCN(CCCn3cccn3)CC2CCO)CC1 (stereo not given)
#26 O=c1nc(N2CCCCC2)nc2n1CCO2
#27 COc1ccccc1CCNC(C)CCc1ccc(O)cc1 (stereo not given)
#28 Cc1ccc(C(=O)/C=C/c2ccc(Br)cc2)o1
#29 O=C(Nc1ncn[nH]1)c1ccc(Cl)cc1Cl
#30 Cc1ccc(SCc2c(-c3ccccc3)nn(C)c2Cl)cc1
screen / no.,25,26,27,28,29,30
AmpC inh detg,8%,4%,2%,1%,4%,-12%
HCV inh,12%,-8%,4%,?,0%,?
AMA1 RON2 block,10%,2%,6%,-11%,54%[activator],43%[activator]
Giardia FBPA inh,1%,1%,-20%,0%,-28%,0%
HCMV inh,14,1,-5,31,42,-23
Sm TGR inh,-12%,-8%,-2%,0%,5%,-18%

#31 COc1ccc(F)cc1S(=O)(=O)NCCc1csc(-c2ccc(Cl)cc2)n1
#32 COc1ccc(F)cc1S(=O)(=O)Nc1ccc2c(c1)CCCN2C(=O)c1cccs1
#33 COCCOC(=O)c1[nH]c2c(c1C)C(=O)CC(c1ccc(OC)c(OC)c1)C2 (stereo not given)
#34 CC(NC(=S)NCc1ccc(F)cc1)C12CC3CC(CC(C3)C1)C2 (stereo not given)
#35 Cc1oc(-c2ccccc2Cl)nc1CSc1nc2c(c(=O)[nH]1)CCCC2
#36 O=C(NCCNC(=O)c1cc(Cl)ccc1Cl)c1ccco1
screen / no.,31,32,33,34,35,36
AmpC inh detg,23%,12%,?,10%,1%,-8%
HCV inh,.,.,10µM*,-25%,-4%,10%
AMA1 RON2 block,.,.,-8%,-5%,-4%,-11%
Giardia FBPA inh,.,.,17%,0%,5%,1%
HCMV inh,-15,-75*,?,-85*,0,-8
Sm TGR inh,-2%,-2%,5%,0%,-10%,2%

Molecules shown so far containing a nitro group on carbon, in the order listed:
#10 O=[N+]([O-])c1ccc(Cl)c(/C=N/n2c(C3CCCCC3)n[nH]c2=S)c1
#12 O=C(COC(=O)c1ccc([N+](=O)[O-])o1)Nc1cccc(S(=O)(=O)N2CCCCC2)c1
#19 CCOc1ccc(C(=O)Nc2ccccc2N2CCN(C(=O)c3ccccc3)CC2)cc1[N+](=O)[O-]
screen / no.,10,12,19
AmpC inh detg,?,-15%,-7%
HCV inh,?,16%,?
AMA1 RON2 block,-2%,-4%,3%
Giardia FBPA inh,7%,?,.
HCMV inh,?,?,23
Sm TGR inh,0%,?,3%

Additional entries:
#37 CCc1ccc(C2N=C(N)Nc3nc4ccccc4n32)cc1 (stereo not given)
#38 COC(=O)c1ccc(-c2ccc(/C=N/NC(=O)CC3(C)OCCCO3)o2)cc1
#39 O=C(NNc1c(Cl)cccc1Cl)c1c(F)cccc1Cl
#40 C/C(=N\NC(=O)c1cccnc1)c1nnn(-c2nonc2N)c1C
#41 CCCn1cnc2cc(NCc3ccc(OC)cc3OC)ccc21
#42 COC(=O)c1ccccc1NC(=O)Cn1nc2n(C)c3ccccc3n2c(=O)c1=O
screen / no.,37,38,39,40,41,42
AmpC inh detg,-1%,-1%,11%,1%,21%,?
HCV inh,.,9%,6%,8%,.,13%
AMA1 RON2 block,.,9%,4%,50%[activator],.,.
Giardia FBPA inh,.,-3%,-4%,-5%,.,1%
HCMV inh,-67*,82,-7,-8,10,.
Sm TGR inh,1%,1%[57.1 µM],14%,-13%,-2%,-2%

#43 CCc1ccc(S(=O)(=O)NCc2csc(C)n2)cc1
#44 CCc1ccccc1NC(=O)CSc1nnc(-c2nonc2NC(C)=O)n1C
#45 CC(C)C(=O)Nc1ccc(NC(=S)NC(=O)c2ccc([N+](=O)[O-])cc2)cc1
#46 CCOc1ccccc1/C=N/Nc1cc(C)nc2ccc(C)cc12
#47 COc1cc2[nH]c(=O)n(Cc3ccc(C(=O)NCC4CCCO4)cc3)c(=O)c2cc1OC (stereo not given)
#48 COCCn1nnnc1C(c1ccccn1)N1CCN(c2cc(Cl)ccc2C)CC1 (stereo not given)
screen / no.,43,44,45,46,47,48
AmpC inh detg,?,3%,2%,-8%,-13%,?
HCV inh,12%,.,14%,-4%,17%,-7%
AMA1 RON2 block,7%,.,60%[activator],-17%,3%,-21%
Giardia FBPA inh,11%,.,?,2%,0%,-6%
HCMV inh,-19,9,9,10,9,39
Sm TGR inh,-4%,0%,?,-17%,15%,-22%

#49 Cc1ccc(C)c(NC(=O)CN(C)C(=O)COc2cccc3c2OC(C)(C)C3)c1
#50 Cc1ccc(CNC(=O)C2CCN(S(=O)(=O)c3ccc4c(c3)CC(C)N4C(=O)C3CCC3)CC2)o1 (stereo not given)
#51 C=CCn1c(C(C)NC(=O)c2cccc(C)c2)n[nH]c1=S (stereo not given)
#52 COc1ccc(N(Cc2cc(=O)[nH]c3ccccc23)C(=O)C(C)C)cc1
#53 O=C(Nc1nnc(CCN2CCOCC2)s1)C1CCCCC1
#54 O=C(COC(=O)c1cccs1)NCC1CCCCC1
screen / no.,49,50,51,52,53,54
AmpC inh detg,-8%,?,2%,4%,-3%,-6%
HCV inh,-12%,-20%,16%,-27%,15%,0%
AMA1 RON2 block,3%,-10%,16%,4%,-3%,11%
Giardia FBPA inh,.,-2%,-19%,-3%,-15%,-6%
HCMV inh,-16,-24,-25,44,37,-22
Sm TGR inh,-1%,40µM*,.,-8%,1%,-4%

#55 COC(=O)Cn1c(CCC(=O)O)ccc1-c1ccccc1
#56 Cc1ccc(S(=O)(=O)N2CCCCC2CCNC(=O)C(=O)NCc2ccccc2)cc1 (stereo not given)
#57 COC(=O)c1sc(NC(=O)COC(=O)C2CCC2)c(C(=O)OC)c1C
#58 COc1ccc(-c2nc(CS(=O)CC(=O)NCCc3ccc(C)cc3)c(C)o2)cc1OC (stereo not given)
#59 CC(=O)Oc1ccc(-c2cccc(C(=O)N(C)c3ccc(O)cc3)c2)cc1
#60 Cc1ccc(-c2nc3ccccn3c2Nc2ccc3c(c2)OCO3)cc1
screen / no.,55,56,57,58,59,60
AmpC inh detg,?,?,?,-2%,-1%,17%
HCV inh,19%,?,?,-11%,8%,.
AMA1 RON2 block,-7%,-11%,6%,3%,7%,.
Giardia FBPA inh,2%,.,.,.,2%,.
HCMV inh,-13,-34,-22,0,-19,0
Sm TGR inh,?,-3%,-3%,40µM*,-1%,-8%
